Bioassay records as filed in PubChem BioAssay.
HTR5A ag = HTR5A agonism, opioid heterodimer counter-screen; P47898; HTR5A agonist assay, luminescence, cell-based; activation, % at 9.3 µM; actives 0.61% (n = 340,000); AID 504692; in the data active = activation mostly above about 9.5%, no sharp cut-off; inactive = mostly below about 7.6%;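 also: 0% = cells with vehicle only and 100% = reference agonist; strong numbers were not always called active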
Target sequence (P47898 whole entry, looked up): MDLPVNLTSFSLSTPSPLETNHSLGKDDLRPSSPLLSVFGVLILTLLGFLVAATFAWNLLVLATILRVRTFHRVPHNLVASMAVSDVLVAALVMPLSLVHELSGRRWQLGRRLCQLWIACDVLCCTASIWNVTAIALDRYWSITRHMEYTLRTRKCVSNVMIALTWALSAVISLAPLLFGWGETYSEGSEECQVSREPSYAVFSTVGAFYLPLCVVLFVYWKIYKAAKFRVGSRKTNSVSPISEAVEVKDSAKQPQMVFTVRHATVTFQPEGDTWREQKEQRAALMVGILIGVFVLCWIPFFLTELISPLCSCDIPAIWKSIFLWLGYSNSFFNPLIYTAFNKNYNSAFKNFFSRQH
Keap1-Nrf2 PPI = inhibitors of human Keap1-Nrf2 protein-protein interaction | Keap1 Kelch-Nrf2 peptide fluorescence polarization, 1536-well | inhibition, % at 9.4 µM | actives 0.15% (n = 340,000); in the data active = inhibition above about 12%; inconclusive = no clear call, values can overlap the other calls; inactive = below about 7.3%;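 also: human Keap1 Kelch domain with fluorescein labeled Nrf2 9mer peptide probe; 0% = neutral control wells and 100% = peptide positive control; higher means more block of Keap1 binding to Nrf2 peptide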
Target sequence (Q14145 whole entry, looked up, the tested form may be a part): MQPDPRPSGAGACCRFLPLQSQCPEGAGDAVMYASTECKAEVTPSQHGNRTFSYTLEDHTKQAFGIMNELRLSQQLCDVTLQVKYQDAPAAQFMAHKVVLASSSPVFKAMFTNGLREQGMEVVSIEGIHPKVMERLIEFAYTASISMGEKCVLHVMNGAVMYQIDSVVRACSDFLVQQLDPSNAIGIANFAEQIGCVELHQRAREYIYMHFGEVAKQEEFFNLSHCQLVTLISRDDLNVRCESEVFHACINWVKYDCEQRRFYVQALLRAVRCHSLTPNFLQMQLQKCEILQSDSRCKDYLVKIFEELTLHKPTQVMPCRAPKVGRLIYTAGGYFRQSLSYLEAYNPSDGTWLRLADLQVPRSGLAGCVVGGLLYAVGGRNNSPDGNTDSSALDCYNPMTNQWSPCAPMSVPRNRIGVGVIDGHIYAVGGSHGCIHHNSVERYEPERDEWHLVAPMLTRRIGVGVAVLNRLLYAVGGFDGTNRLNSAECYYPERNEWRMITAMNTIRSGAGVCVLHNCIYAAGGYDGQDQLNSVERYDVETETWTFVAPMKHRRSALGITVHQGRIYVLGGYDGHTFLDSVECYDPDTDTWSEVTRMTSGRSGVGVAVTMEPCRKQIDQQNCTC
OPRM1-OPRD1 inv = inverse agonists of human mu-delta opioid receptor heterodimerization | actives 0.21% (n = 340,000) | cell-based MOR-DOR heterodimer luminescence, inverse agonism | inhibition, % at 9.3 µM | P35372+P41143; in the data active = inhibition above about 22%, passing the limit was not always enough;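 also: 0% = cells with DMSO and 100% = wells without cells with DMSO; values of inactives mirror those of a sister screen read the other way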
HTR5A inv ctr = counter-screen for OPRM1-OPRD1 inverse agonists: human HTR5A inverse agonism. inhibition, % at 9.3 µM. HTR5A cell line, luminescence. actives 0.083% (n = 340,000); in the data active = inhibition mostly above about 23%, no sharp cut-off; inactive = mostly below about 18%;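 also: 0% = cells with DMSO and 100% = no-cell wells with DMSO; some compounds called inactive have numbers as strong as hits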
Cardiac RTF inh = cardiac RTF calcium desensitization | P19429+P45379 | inhibition, % at 7.15 µM | actives 0.12% (n = 340,000) | AID 493244 | IANBD-labeled cardiac RTF, Ca2+ fluorescence;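 active = inhibition above the mean inhibition of all tested compounds plus 3 SD, cut at about 17% in these data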;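 also: assay run at fixed EC70 calcium of 1.6 mM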
MOR-DOR ag = OPRM1-OPRD1 heterodimerization agonism | cells, luminescence | actives 0.3% (n = 340,000) | activation, % at 9.3 µM | P35372+P41143; in the data active = activation above about 18%;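 also: 0% = vehicle-treated cells and 100% = reference agonist; values of inactives mirror those of a sister screen read the other way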
V-ATPase pH = yeast V-ATPase proton transport regulation by pHLuorin; S. cerevisiae, pHLuorin cytosolic pH fluorescence; response, % at 10 µM; actives 0.37% (n = 350,000); in the data active = response mostly above about 7.3%, no sharp cut-off; inactive = mostly below about 5.4%; also: actives read high; inactives centre near 0; some compounds called inactive have numbers as strong as hits; reference of the scale not given here
CAL PDZ FP = CAL PDZ (human) peptide binding inhibition. actives 0.92% (n = 300,000). purified CAL PDZ, TMR-peptide fluorescence polarization, 1 h. AID 602252. inhibition, % at 24.9 µM;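 active = mean inhibition of at least 30% with at least half of replicates also reaching 30%; inconclusive = no clear call, values can overlap the other calls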;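 also: 0% = DMSO neutral control and 100% = excess unlabeled competitor peptide PRC23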
RTF Ca sens act = increases calcium sensitivity of human cardiac regulated thin filaments | P19429+P45379 | IANBD-labeled TnC RTF fluorescence at EC20 calcium; 0% EC20 calcium, 100% full calcium | activation, % at 7.2 µM | actives 0.24% (n = 340,000) | AID 493008;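 active = activation above the mean over all tested compounds plus 3 SD, cut at about 30% in these data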;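 also: rise in fluorescence read as greater calcium sensitivity of cardiac thin filaments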
C-LANA FP = blocks KSHV LANA C-terminal domain binding to DNA | MBP-C-LANA/FAM-LBS DNA binding, fluorescence polarization | inhibition, % at 9 µM | actives 0.078% (n = 340,000) | AID 504423;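 active = highest replicate inhibition at or above 60% at 9 µM, even if other replicates fall short; inactive = all replicates below 60% inhibition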;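 also: 0% = neutral control wells and 100% = 4 µM acridine orange control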
The depositor's hits bear a star; ? = inconclusive; · = not tested or not shown.

SMILES | HTR5A ag | Keap1-Nrf2 PPI | OPRM1-OPRD1 inv | HTR5A inv ctr | Cardiac RTF inh | MOR-DOR ag | V-ATPase pH | CAL PDZ FP | RTF Ca sens act | C-LANA FP
Cc1cc(C)n(-c2ccc(C(=O)OCC(=O)N(CC(C)C)C3CCS(=O)(=O)C3)cc2)n1 (stereo unspecified) | 6.9 | 1.9 | 18.8 | 0.3 | -10.8 | -3.2 | -0.3 | -19.2 | 11.4 | 0.0
COc1ccc(CCN2CC(C(=O)NCc3ccc(F)cc3)CC2=O)cc1OC (stereo unspecified) | 1.7 | -4.6 | 3.5 | -5.7 | 1.4 | -0.7 | -4.3 | 0.2 | 0.6 | 0.3
Cn1cc(SCC(=O)NCCc2ccccc2)c2ccccc21 | 5.6 | 2.4 | 6.1 | -15.4 | -7.4 | -1.1 | 0.1 | 4.6 | -1.7 | 0.5
COc1ccccc1C1CC(=O)Oc2cc(O)ccc21 (stereo unspecified) | -0.7 | -6.3 | 14.5 | 2.8 | -1.6 | -3.0 | 0.0 | -6.7 | 2.6 | 1.9
COC(=O)CCC(C)C1CCC2C3CCC4CC(O)CCC4(C)C3CC(O)C12C (stereo unspecified) | 6.5 | 0.2 | -33.9 | -0.8 | -15.0 | 6.7 | 5.7 | 2.5 | 7.8 | -0.9
Cc1nn(CC(=O)Nc2ccc3c(c2)CCC3)c(C)c1[N+](=O)[O-] | 4.0 | -7.3 | -8.4 | -11.2 | -5.1 | 2.0 | -0.6 | -6.0 | 0.1 | -2.5
CC(C)CNC1=CC(=O)CC(c2ccco2)C1 (stereo unspecified) | 6.1 | 0.5 | 3.4 | -1.1 | -13.8 | -0.7 | -2.0 | -3.5 | 3.7 | 1.5
COc1ccc(CNC(=O)c2ccc(S(=O)(=O)NCc3ccco3)cc2)cc1 | -2.4 | 3.0 | 14.3 | 6.1 | -8.9 | -3.6 | -1.1 | -3.9 | -1.2 | -0.3
COc1ccc(N=c2oc3cc(O)ccc3cc2C(=O)NCC2CCCO2)cc1 (stereo unspecified) | 0.2 | -2.8 | 0.1 | -0.6 | -5.7 | 0.0 | -5.0 | · | -2.0 | 1.8
CCOC(=O)N1CCC(=NNC(=O)Cn2ccc(C(F)(F)F)n2)CC1 | 4.0 | 0.2 | -7.4 | -10.4 | -4.8 | 1.5 | -0.5 | -2.2 | -4.4 | -1.8
CCOC(=O)COc1ccccc1/C=N/O | -4.7 | -1.1 | 16.0 | 16.4 | 11.1 | -3.0 | 1.6 | -4.6 | 7.0 | 0.4
O=C(NNc1c2ccccc2nc2ccccc12)C12CC3CC(CC(C3)C1)C2 | -1.7 | 1.3 | 6.4 | 9.8 | -7.2 | -1.2 | 1.9 | · | 5.0 | -1.3
O=C(NC1CCCCC1)c1cc([N+](=O)[O-])ccc1N1CCCC1 | -4.3 | -1.5 | 21.3 | 10.4 | 1.3 | -4.2 | -3.1 | -3.7 | -4.5 | 1.6
O=C(NC(C(=O)N/N=C/c1cccc2ccccc12)c1n[nH]c(=O)c2ccccc12)c1ccccc1 (stereo unspecified) | 6.9 | 1.1 | 9.8 | 9.6 | 2.0 | -1.8 | 3.3 | -4.1 | 3.0 | -0.7
CCC1Sc2ccc(S(=O)(=O)CCC(=O)Nc3ccc(NC(C)=O)cc3)cc2NC1=O (stereo unspecified) | -0.5 | -5.2 | 10.1 | 4.8 | -4.7 | -1.9 | -1.6 | -1.1 | -1.8 | -0.4
COc1ccc(Cl)cc1N1C(=O)C2CCCN2C1c1sccc1C (stereo unspecified) | 3.2 | -0.9 | 14.9 | -34.0 | -14.6 | -2.7 | 0.9 | -2.1 | 3.4 | -1.2
CC1(C)N=C(/C=N/O)CN1O | -4.1 | -4.3 | 11.0 | -11.8 | -3.3 | -2.6 | -2.1 | · | 0.5 | 0.7
COc1cc(Cc2ccc(N)c(OC)c2)ccc1N | -2.9 | -8.8 | -6.2 | -32.5 | 0.6 | 1.1 | 0.3 | -0.6 | 11.0 | -0.5
COc1ccc(NC(=O)CC(C)C)c([N+](=O)[O-])c1 | -7.9 | -6.2 | -18.5 | 19.9 | -5.2 | 3.5 | 4.2 | · | 2.8 | 0.6
COc1ccc(NC(=O)CN(C)S(=O)(=O)c2cccc3nsnc23)cc1OC | -2.8 | 1.1 | 16.1 | -4.4 | -8.8 | -3.2 | -0.6 | -5.4 | -1.7 | -1.0
O=C(NNc1ccc([N+](=O)[O-])cc1)C1CC1c1ccccc1 (stereo unspecified) | 1.9 | -6.8 | 13.9 | 7.6 | 1.0 | -2.7 | -1.1 | -4.0 | 3.2 | -0.1
O=C(C1=NN(c2ccccc2)C2C(=O)N(c3cccc(Cl)c3)C(=O)C12)c1ccccc1 (stereo unspecified) | 5.9 | ? | 8.4 | -26.5 | -27.5 | -1.6 | -8.1 | · | 46.7* | 60.5*
O=C(O)c1ccc(-n2c(-c3cc(-c4ccco4)[nH]n3)n[nH]c2=S)cc1 | -3.9 | -4.9 | 7.9 | 15.5 | -2.8 | -1.3 | · | -1.9 | 4.0 | 9.5
CN(Cc1ccccc1)C(=O)c1[nH]cnc1C(=O)Nc1ccc(Cl)cc1 | 2.4 | 0.6 | -4.5 | -4.5 | 2.1 | 0.8 | -2.1 | 0.8 | 3.5 | 0.0
CCOc1cc2c3c(c1)C1(C(=O)N3C(C)(C)CC2C)C(C#N)=C(N)N2C(=C1C#N)Nc1ccccc12 (stereo unspecified) | 3.1 | -2.2 | -6.6 | -10.7 | -11.7 | 1.1 | 0.7 | -1.5 | 7.1 | -0.4
CCOC(=O)N1CCC(NC(=O)c2cnn3cccnc23)CC1 | 5.8 | 2.8 | 15.3 | -5.5 | -5.1 | -3.7 | -3.1 | · | 14.1 | 1.7
CCOc1cc(N2CCOCC2)c(OCC)cc1NC(=O)CSc1nccc(C)n1 | 0.9 | 1.6 | -0.9 | -2.4 | -15.2 | 0.1 | 4.0 | 1.1 | -4.0 | 0.2
COc1ccccc1OCC(O)CNCc1ccc2c(c1)OCO2 (stereo unspecified) | 1.0 | 2.7 | -2.7 | -43.5 | -8.6 | 0.6 | -1.7 | 3.7 | -3.4 | -0.6
O=C(CCn1c(=O)sc2ccccc21)NCc1cccs1 | 1.9 | -6.2 | 12.0 | 12.0 | 3.6 | -2.1 | 0.6 | -1.7 | -4.8 | 1.3
CC(=O)c1c(C(C)=O)c(C)n(-c2ccc(N)cc2)c1C | 0.7 | -5.6 | 8.9 | -8.0 | -1.1 | -2.1 | -1.0 | · | -1.6 | 0.4
CC(C)CN1C(=O)/C(=C/c2ccco2)NC1=S | 0.0 | -18.7 | 16.4 | 5.2 | 3.7 | -3.2 | 3.5 | -2.9 | -8.4 | 0.9
O=C(NCCc1ccc(Cl)cc1)c1ccc2nccnc2c1 | 2.4 | -5.3 | 6.1 | -55.7 | -7.4 | -1.1 | -1.3 | 15.3 | -6.4 | -2.2
COc1ccc(OC)c(C(C)NC(=O)Nc2cccc(C(C)=O)c2)c1 (stereo unspecified) | -0.4 | -5.8 | 11.2 | 0.3 | -4.3 | -2.1 | -0.2 | -3.2 | 5.7 | -1.0
Cc1ccc(NC(=O)c2nc3nccc(C)n3n2)cc1S(=O)(=O)N1CCCCC1 | -5.0 | 0.1 | 16.6 | 12.5 | -2.4 | -3.9 | -1.9 | -3.0 | -3.5 | -1.1
Cc1cccc(NC(=O)CCNS(=O)(=O)c2cccc3nonc23)c1 | 1.7 | 0.1 | 1.4 | -4.8 | -9.3 | -0.3 | 1.1 | 10.4 | 4.1 | -0.4
Cc1cc(NC(=O)c2cc(C(C)(C)C)oc2C)no1 | 0.6 | 0.9 | 2.3 | -1.2 | -0.2 | -0.5 | 0.2 | -6.9 | 2.0 | 1.6
O=C(/C=C/c1ccccc1Cl)N(Cc1ccccc1)C1CCS(=O)(=O)C1 (stereo unspecified) | 2.8 | 0.4 | 9.4 | -23.5 | 0.5 | -1.8 | 1.5 | 5.7 | -5.4 | 0.6
CC(=O)OC1CCC2(C)C(CCC3C2CC(=O)C2(C)C3CC(C3CCCC3=O)C2C(C)=O)C1 (stereo unspecified) | -1.7 | -5.8 | -6.8 | 6.6 | 3.2 | 1.4 | 2.9 | 9.0 | -0.6 | -0.9
CC1(C)c2ccccc2-c2nc3ccccc3cc2C1O (stereo unspecified) | -1.0 | 4.7 | 3.7 | 3.8 | -8.8 | -0.7 | -1.9 | -10.6 | -2.6 | -0.7
O=S(=O)(Nc1cccc(CCc2ccccn2)c1)c1cc(Cl)ccc1Cl | 5.2 | -3.5 | -5.6 | -29.3 | 1.4 | 1.1 | 5.0 | -3.0 | 6.9 | -0.3
COC(=O)C1=C(C)N(c2ccc(OC)cc2)C(=O)/C1=C\c1cccs1 | -0.3 | -0.6 | 17.3 | -19.3 | 9.7 | -3.4 | -1.9 | -3.9 | -0.1 | -0.7
Cc1cccc(NC(=O)COC(=O)CCc2c[nH]c3ccccc23)c1C | 10.2 | -1.6 | -2.0 | -24.7 | 7.6 | 0.5 | -0.3 | -3.0 | -4.8 | -0.7
Cc1occc1C(=O)NNC1=CC(=O)CC(C)(C)C1 | 6.1 | -2.6 | 2.6 | -19.2 | -1.1 | -0.6 | -2.8 | -2.0 | 2.0 | -0.2
Cc1ccc(C2C(C(=O)c3sc(C)nc3C)=C(O)C(=O)N2CCN2CCOCC2)o1 (stereo unspecified) | -1.8 | -2.3 | 10.7 | 4.9 | -2.2 | -2.0 | 15.3 | 1.1 | -4.6 | -1.4
COc1ccc(CNC(=O)C(CC(C)C)NC(=O)c2ccccc2C)cc1 (stereo unspecified) | -2.0 | -3.8 | 2.2 | 5.6 | -10.1 | -0.4 | -0.8 | 0.0 | 4.6 | 0.8
COc1ccc(N2CCN(CC(=O)N3CCC(C)CC3)CC2)cc1 | 4.2 | -2.7 | 12.9 | 4.0 | -9.3 | -2.6 | 3.4 | · | -2.7 | 0.3
C=CCn1c(Cc2ccc(OC)cc2)nnc1SCC(N)=O | 5.0 | 0.4 | 3.6 | -6.6 | -1.1 | -0.7 | -0.7 | 1.1 | 1.7 | 1.5
CC1Cc2cc(/C(O)=C3/C(=O)C(=O)N(Cc4ccncc4)C3c3ccc(N(C)C)cc3)ccc2O1 (stereo unspecified) | 1.2 | -4.9 | 12.2 | -4.5 | -19.4 | -2.4 | 3.5 | -2.7 | 2.4 | 0.7

Structures from the list above with two or more sulfur atoms, in the order listed:
SMILES | HTR5A ag | Keap1-Nrf2 PPI | OPRM1-OPRD1 inv | HTR5A inv ctr | Cardiac RTF inh | MOR-DOR ag | V-ATPase pH | CAL PDZ FP | RTF Ca sens act | C-LANA FP
CCC1Sc2ccc(S(=O)(=O)CCC(=O)Nc3ccc(NC(C)=O)cc3)cc2NC1=O (stereo unspecified) | -0.5 | -5.2 | 10.1 | 4.8 | -4.7 | -1.9 | -1.6 | -1.1 | -1.8 | -0.4
COc1ccc(NC(=O)CN(C)S(=O)(=O)c2cccc3nsnc23)cc1OC | -2.8 | 1.1 | 16.1 | -4.4 | -8.8 | -3.2 | -0.6 | -5.4 | -1.7 | -1.0
O=C(CCn1c(=O)sc2ccccc21)NCc1cccs1 | 1.9 | -6.2 | 12.0 | 12.0 | 3.6 | -2.1 | 0.6 | -1.7 | -4.8 | 1.3
